# D1 PAM – Potentiators of Human D1 Dopamine Receptor: qHTS | HEK293 TREx D1 cells, calcium flux, dopamine EC20 potentiation | potentiation, % at 10 µM | D(1A) dopamine receptor (Homo sapiens), P21728 | actives 0.036% (n = 360,000); in the data active = potentiation above about 30%; also: 0% is about no effect
# D1 antag – Antagonist of Human D 1 Dopamine Receptor: qHTS | D(1A) dopamine receptor (Homo sapiens), P21728 | HEK293 TREx D1 cells, calcium flux, dopamine EC80; active compounds read low | activity change, negative = inhibition, % at 10 µM | actives 3.2% (n = 360,000); in the data active = activity change below about -30%; also: % is scaled to controls: 0 for no effect and ±100 for the full control effect
#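 After overnight tetracycline induction at 30 C, force-coupled D1 HEK293 cells took up a no-wash calcium dye at room temperature. Compounds were added and monitored 180 s, and the response to EC80 dopamine was then recorded.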
# Apoferritin bind – qHTS Assay for Identification of Novel General Anesthetics | AID 485281, 2010 | actives 0.074% (n = 350,000) | apoferritin/1-aminoanthracene competitive binding, fluorescence | Ferritin light chain (Equus caballus), P02791 | Potency, µM (doses to about 77.5 µM), inactives show top-dose activity change, negative = displacement, actives largely listed as inhibitors; also: potency is read from the fitted curve at half-maximal effect; % is scaled to controls: 0 for no effect and ±100 for the full control effect; nearly all actives have a fitted effect of over 20% in size
# Target sequence (P02791 2-175 limits assumed): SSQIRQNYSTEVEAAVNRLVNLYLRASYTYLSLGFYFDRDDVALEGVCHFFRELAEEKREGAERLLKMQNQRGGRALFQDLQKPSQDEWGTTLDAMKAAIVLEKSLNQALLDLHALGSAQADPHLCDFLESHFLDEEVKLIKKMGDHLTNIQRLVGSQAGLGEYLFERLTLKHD
#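 Concentration-response curves derived by four-parameter Hill fitting of normalized fluorescence, where compounds displaced 1-AMA from 10 uM horse apoferritin following a brief 10 min room-temperature incubation; propofol titration acted as positive control.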
# D1 ag – Allosteric Agonists of the Human D1 Dopamine Receptor: qHTS | D(1A) dopamine receptor (Homo sapiens), P21728 | HEK293 T-REx D1 cells, calcium flux, agonist mode | activation, % at 2 µM | actives 1% (n = 360,000); in the data active = activation above about 30%; also: 0% is about no effect
#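 Inducible HEK293 T-REx D1 cells, force-coupled to calcium signalling, were plated at 4000 cells/well with tetracycline and held overnight at 30 C. After no-wash calcium dye loading, compound-evoked calcium rise over 180 s flagged agonists.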
# TRHR enhancer – qHTS for Small Molecule Agonists and Allosteric Enhancers of Human TRH Receptor: Primary Screen for Enhancers; TRHR cells, fluo-8 calcium fluorescence, EC20 TRH enhancement; enhancement, % at 2 µM; actives 0.66% (n = 360,000); AID 493056, 2011; in the data active = enhancement above about 30%; also: 0% is about no effect
#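 Enhancer read-out: after compound pinning and an initial kinetic agonist-mode read, an EC20 of TRH (10 nM final) was injected and fluo-8 calcium signal (Ex 480/Em 530) followed at 1 s/cycle for 100 cycles in TRHR-expressing cells.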
# TRHR agonist – qHTS for Small Molecule Agonists and Allosteric Enhancers of Human TRH Receptor: Primary Screen for Agonists | TRHR cells, calcium flux fluo-8, FDSS agonist mode | activation, % at 2 µM | actives 0.18% (n = 360,000) | AID 493084, 2011; in the data active = activation above about 30%; also: 0% is about no effect
#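 TRHR-expressing cells, plated overnight in medium with 10% serum, were loaded with fluo-8 calcium dye at room temperature. After a 10 s baseline, library compound was pin-added and calcium release was recorded kinetically (ex 480/em 530) as agonist response.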
# D2 PAM – HTS Assay for Positive Allosteric Modulators of the Human D2 Dopamine Receptor: Primary Screen for Potentiators | D(2) dopamine receptor (Homo sapiens), P14416 | HEK293 T-REx D2, calcium flux, EC20 dopamine potentiation | potentiation, % at 10 µM | actives 0.34% (n = 340,000) | AID 485347, 2010;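 active = potentiation over 3 SD above the plate norm, cut at about 30% in these data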; also: 0% is about no effect
#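 Potentiation of an EC20 dopamine calcium response is measured in a force-coupled, tetracycline-inducible Hek293 Trex D2 line. Compound-only kinetic reads over 180 s flag agonists before dopamine addition.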
# RXFP1 antag – qHTS Assay for Antagonists of the Relaxin Receptor RXFP1; HEK293-RXFP1, relaxin-stimulated cAMP HTRF, 30 min; active compounds read low; activity change, negative = inhibition, % at 57.5 µM; actives 0.59% (n = 350,000); AID 1259400, 2018;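 active = activity change of -60% or lower, but not beyond a set lower limit; inconclusive = change between -60% and -40%, or beyond the set limit; inactive = change above -40%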; also: % is scaled to controls: 0 for no effect and ±100 for the full control effect
# Target sequence (Q9HBX9 whole entry, looked up): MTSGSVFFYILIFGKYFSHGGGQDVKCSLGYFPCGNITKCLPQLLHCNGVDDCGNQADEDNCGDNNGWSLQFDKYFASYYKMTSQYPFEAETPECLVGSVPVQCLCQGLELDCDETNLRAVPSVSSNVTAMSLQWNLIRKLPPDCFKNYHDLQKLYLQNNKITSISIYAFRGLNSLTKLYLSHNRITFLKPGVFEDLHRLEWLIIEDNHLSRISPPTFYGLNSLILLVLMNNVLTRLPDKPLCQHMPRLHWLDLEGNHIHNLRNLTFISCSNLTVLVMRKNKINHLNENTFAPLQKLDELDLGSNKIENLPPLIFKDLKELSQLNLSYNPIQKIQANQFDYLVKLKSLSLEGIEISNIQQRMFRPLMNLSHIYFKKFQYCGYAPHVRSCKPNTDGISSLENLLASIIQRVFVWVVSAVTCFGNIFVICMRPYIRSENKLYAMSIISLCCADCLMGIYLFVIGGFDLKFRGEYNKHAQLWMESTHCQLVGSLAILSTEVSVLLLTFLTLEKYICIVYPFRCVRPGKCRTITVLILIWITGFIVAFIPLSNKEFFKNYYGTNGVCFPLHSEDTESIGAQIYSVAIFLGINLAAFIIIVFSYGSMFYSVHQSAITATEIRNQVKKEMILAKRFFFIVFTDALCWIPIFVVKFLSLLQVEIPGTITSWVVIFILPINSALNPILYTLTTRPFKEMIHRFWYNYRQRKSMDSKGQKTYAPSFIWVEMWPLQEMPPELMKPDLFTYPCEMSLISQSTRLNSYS
# RXFP1 ag – qHTS Assay for Agonists of the Relaxin Receptor RXFP1; Relaxin receptor 1 (Homo sapiens), Q9HBX9; HEK293T-RXFP1 cAMP TR-FRET, 30 min; response scale: percent of porcine relaxin response, buffer zero; Potency, µM (top dose mostly 57.5 µM), for inactives: top-dose activation, most hits filed as activators; actives 0.3% (n = 370,000); also: potency is read from the fitted curve at half-maximal effect; % is scaled to controls: 0 for no effect and ±100 for the full control effect; nearly all actives have a fitted effect of over 60% in size; many of its hits are not listed in these tables
#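 HEK293T cells stably expressing RXFP1 were pretreated with the PDE4 inhibitor Ro 20174, exposed to compounds for 30 min at 37C, lysed, and cAMP was read by TR-FRET. Data normalized to buffer (basal) and 29 nM porcine relaxin (100%).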
# The depositor's hits bear a star; ? = inconclusive; nt = not tested or not shown; & = joins results of further samples; [ ] = another dose, or the depositor's remark. Unless noted, calls follow the shape of the dose curve; as a rule, active = well fitted curve in the direction sought with a large enough effect; inconclusive = small, poorly fitted or top-dose-only effect, or another doubt; inactive = no such curve, though single readings can be large; an effect the other way counts as inactive or inconclusive. This is a subset. The share of hits here may be higher or lower than overall.
SMILES,D1 antag,RXFP1 ag,TRHR enhancer,Apoferritin bind,RXFP1 antag,D2 PAM,D1 PAM,D1 ag,TRHR agonist
O=[N+]([O-])c1ccc(S(=O)(=O)N2CCN(Cc3c[nH]c4ccccc34)CC2)cc1,-11,-2.0%,-6,-6%,-10,4,-13,9,1.7
CC(C)(C)NC(=O)NC(=O)CN1CCN(Cc2ccccc2)CC1,12,1.1%,19,-4%,1,-5,1,1,0.7
CC1(C)NC(=O)N(CC(=O)N2CCN(S(=O)(=O)c3ccccc3C(F)(F)F)CC2)C1=O,23,-1.0%,1,nt,5,1,-5,1,0.5
CCN1CCN(C(=S)Nc2cc(C(=O)OC)ccc2C(=O)OC)CC1,2,0.9%,-2,-5%,2,-8,-1,3,-0.4
Cc1cc2c(N=O)c(NO)ccc2[nH]1,2,-3.0%,-2,-5%,-11,nt,-5,1,0.0
OCCC1CN(Cc2ccc(-c3ccco3)cc2)CCN1Cc1ccsc1 (stereo unspecified),-8,-0.9%,1,-9%,-7,-23,-3,2,0.0
Clc1ncnc2scc(C3COc4ccccc4O3)c12 (stereo unspecified),-13,-0.6%,-5,-4%,2,1,-4,0,0.8
Cc1cc(/C=C2/SC(=O)N(CC(=O)OC(C)C)C2=O)c(C)n1C,-3,0.0%,-8,-13%,1,-5,0,-2,-0.1
COc1ccc(CNC(=O)Cc2csc3ccccc23)cc1OC,-13,2.7%,4,-13%,10,-2,0,1,-0.7
N#Cc1cnn2c(-c3cccc([N+](=O)[O-])c3)ccnc12,1,2.2%,4,nt,0,7,2,0,-1.3
Cc1ccc2nc(-c3ccccc3)c(NC(=O)c3ccco3)n2c1,-10,-0.6%,4,-3%,-36,0,-5,-2,-0.4
C/C(CC(=O)Nc1ccc(Cl)c(C(F)(F)F)c1)=N\NC(=O)c1cc2ccccc2cc1O,5,2.3%,6,?,nt,2,0,2,0.4
Cc1ccc(S(=O)(=O)N(C)c2cc(S(=O)(=O)N3CCC(C)CC3)c(C)cc2C)cc1,15,0.3%,-5,64%[activator],-3,-3,-12,2,1.3
O=S(=O)(Cc1ccccc1)N1CCC(N2CCN(c3ccccc3)CC2)CC1,1,0.1%,1,-9%,12,-19,0,3,0.0
CCCCN1C(=O)NC(NC(C)=O)(C(F)(F)F)C1=O (stereo unspecified),3,-0.1%,-3,8%,-7,-2,-1,-1,0.1
Nc1nnc(SCC(=O)Nc2cc(C(F)(F)F)ccc2N2CCOCC2)s1,-5,-0.1%,-5,0%,2,2,-17,5,-1.2
Cc1ccc(CNC(=O)C2CCN(S(=O)(=O)c3ccc(F)cc3)CC2)cc1,-3,1.8%,0,-7%,-26,-6,1,2,-0.7
CC(CCOC1=NS(=O)(=O)c2ccccc21)NC(=O)C(=O)Nc1ccccc1 (stereo unspecified),-4,-0.7%,3,4%,-5,-4,-10,13,-0.1
Cc1ccccc1CS(=O)(=O)Cc1ccc(C(=O)NCc2ccco2)o1,-23,3.1%,6,-14%,-8,-1,-9,3,-1.6
CCOC(=O)NC(=O)/C(C#N)=N/Nc1ccc(F)cc1,0,0.3%,-1,1%,5,nt,0,3,2.2
COc1ccc(-c2noc(CCC(=O)NCC3CCCO3)n2)cc1 (stereo unspecified),2,0.2%,2,11%,16,3,0,3,-0.7
CCc1nn(CC(=O)NCc2ccco2)c(=O)c2cc3c(OC)cccc3n12,10,0.8%,7,-3%,-3,5,-3,0,-0.3
CCN(CC)CCN(Cc1cc2cc3c(cc2[nH]c1=O)OCO3)C(=S)NCCOC,1,2.3%,0,-11%,4,1,1,1,0.8
CC(=O)NC1=NN(C(C)=O)C(C)(c2cccnc2)S1 (stereo unspecified),-46*,0.5%,3,-5%,-4,9,-2,7,0.0
CC(=O)Nc1nonc1-c1nnc(SCC(=O)Nc2cc(C)cc(C)c2)n1-c1ccccc1,-13,-0.5%,0,?,9,1,-1,-2,0.0
Cc1c(NC(=O)CSC2=C(C#N)C(c3ccccc3F)CC(=O)N2)c(=O)n(-c2ccccc2)n1C (stereo unspecified),-2,-0.6%,1,-4%,2,6,3,2,-0.2
CCOC(=O)c1noc2nc(C)n(CC(=O)Nc3ccccc3F)c(=O)c12,-15,-2.2%,14,6%,-23,2,2,-1,0.0
Cc1nnc(SCc2cc([N+](=O)[O-])cc3c2OCOC3)n(N)c1=O,-42*,15%,8,-1%,-5,-6,-6,2,-0.5
Cc1c(NC(=O)COc2ccc(C(C)C)cc2)c(=O)n(-c2ccccc2)n1C,-10,2.7%,-8,-8%,-3,2,-3,0,0.0
O=C(NCc1nnc(SCC(=O)N2CCCC2)o1)c1cccc(C(F)(F)F)c1,-3,0.4%,0,-3%,-14,-4,-3,6,0.0

# Quoted at random: two compounds from above.
SMILES,D1 antag,RXFP1 ag,TRHR enhancer,Apoferritin bind,RXFP1 antag,D2 PAM,D1 PAM,D1 ag,TRHR agonist
O=[N+]([O-])c1ccc(S(=O)(=O)N2CCN(Cc3c[nH]c4ccccc34)CC2)cc1,-11,-2.0%,-6,-6%,-10,4,-13,9,1.7
CCN(CC)CCN(Cc1cc2cc3c(cc2[nH]c1=O)OCO3)C(=S)NCCOC,1,2.3%,0,-11%,4,1,1,1,0.8

# (cont.)
SMILES,D1 antag,RXFP1 ag,TRHR enhancer,Apoferritin bind,RXFP1 antag,D2 PAM,D1 PAM,D1 ag,TRHR agonist
O=C(COC(=O)c1ccc(S(=O)(=O)Nc2ccccc2)cc1)NCCN1C(=O)CSC1=O,-7,0.6%,-3,-12%,-8,-8,0,2,1.4
CC(=O)c1ccc(NC(=O)CN2C(=O)CCC2=O)cc1,10,-0.8%,1,-5%,5,11,-3,2,0.2
CC(C)(C)c1cc(C(=O)NNc2cc(C(F)(F)F)ccc2Cl)n(Cc2ccccc2)n1,-28,2.8%,-4,-15%,?,-12,-2,2,1.2
COc1cc(OC)c(NC(=O)c2c(C)oc3ncnc(N4CCCCC4)c23)cc1Cl,8,-4.4%,17,-7%,nt,5,-6,0,0.2
CCc1nnc(NC(=O)CSc2nc3c(cc2C#N)CCC3)s1,-4,7.1%,5,0%,8,6,-3,-1,-0.3
O=S(=O)(NCC(c1cccs1)N1CCc2ccccc2C1)c1ccccc1 (stereo unspecified),2,0.0%,3,nt,-23,-3,-5,0,0.1
O=c1oc2ccc3ccccc3c2c2c1SC(C(F)(F)F)C2 (stereo unspecified),nt,0.5%,-3,-5%,-18,8,0,0,-1.1
Cc1ccc(NC(=O)CS(=O)CC(=O)NCCCN(C)c2ccccc2)cc1 (stereo unspecified),8,0.2%,0,-17%,9,2,-8,0,-0.1
CCOc1ccccc1C(=O)Nc1cc(C(=O)NCCc2ccccc2)ccc1Cl,-9,2.6%,-9,-10%,9,6,-6,3,0.3
CN1C(=O)[C@H]2[C@@H](C3CC3)N3C(=O)CN(Cc4ccccn4)C(=O)[C@@]3(Cc3ccccc3)[C@H]2C1=O,4,0.4%,-3,0%,nt,11,-6,2,-0.1
O=C(Nc1ccc2ncccc2c1)c1ccccc1Cl,8,0.4%,3,-3%,4,-8,-2,3,0.5
O=C(NCc1ccc2c(c1)OCO2)C1CCCN(S(=O)(=O)c2cccs2)C1 (stereo unspecified),-20,-0.3%,5,-6%,nt,3,0,5,-0.2
CCOC(=O)Cn1c(SC)nc2sc3c(c2c1=O)CC(C)(C)OC3,6,1.9%,8,-10%,-15,-3,3,2,-0.3
CCCN(CC(=O)Nc1ccc(C(N)=O)cc1)CC(=O)Nc1ccc(Cl)cc1Cl,-2,0.1%,-6,-2%,-18,7,-11,2,0.2
CC1CCCCN1C(=O)Cn1c(=O)oc2cc(S(=O)(=O)N3CCCC3)ccc21 (stereo unspecified),9,-0.8%,34*,-13%,nt,11,-1,7,-2.2
COc1ccc(C(=O)Nc2nc3c(s2)Cc2cc(OC)ccc2-3)cc1,24&-6,-0.2%&0.2%,29&-1,?,-12&-1,1&5,-2&-16,0&1,-0.5&-0.9
Cc1nc(C)c(C(=O)OCC(=O)Nc2ccccc2)s1,-11,-1.5%,1,nt,11,1,-3,9,0.0
CCN(CC)CCSc1nc(O)c(-c2ccccc2)c(=O)n1-c1ccccc1,5,-1.4%,3,-3%,-1,6,3,2,-0.3
CN(C)c1ccc(NC(=O)C2CCCN(S(=O)(=O)c3ccccc3)C2)cc1 (stereo unspecified),9,6.4%,4,-5%,-22,2,-1,3,-0.1
C#CCOC(=O)/C(=C/c1ccc(F)cc1)NC(C)=O,-6,0.4%,0,-1%,3,4,1,2,-1.6
O=C(NCc1ccco1)C1CCN(C(=O)c2cc3sccc3n2Cc2ccc(F)cc2)CC1,-32*,-0.3%,5,-13%,5,22,-4,12,-0.5
Cc1cccc(C(=O)OCC(=O)N(CC(C)C)c2c(N)n(Cc3ccccc3)c(=O)[nH]c2=O)c1C,15,0.0%,11,nt,-1,-3,0,-1,0.3
CC1(C(=O)O)CCC(C(=O)N2CCCCC2)C1(C)C (stereo unspecified),1,3.8%,-2,-7%,-8,1,6,2,0.9
CC(C)Oc1ccc(CN2CCC(n3nccc3NC(=O)c3cccnc3)CC2)cc1,9,-2.5%,1,-14%,-5,-9,1,3,0.7
NC(=O)C1CCN(C(=O)CC(c2ccccc2)c2ccccc2)CC1,1,1.0%,-1,-1%,10,-2,-6,1,2.0
Cc1cccc(Nc2cc(C)nc3nc(Cc4ccc(Cl)cc4)nn23)c1,12,-0.4%,1,?,nt,-7,6,3,-1.9
CSCCC(NS(=O)(=O)c1ccccc1)C(=O)OC(C)C(=O)Nc1ccc(Cl)cn1 (stereo unspecified),-10,3.5%,4,nt,-1,-5,-6,1,-1.8
O=[N+]([O-])c1ccc(S(=O)(=O)Nc2nc(-c3ccccc3)cs2)cc1,-4,0.2%,2,-6%,4,1,-4,4,-0.1
